Screening data as filed in PubChem.
TCR act = T cell receptor activation; primary human leukocytes, anti-CD3, IL-2 HTRF, 48 h; AID 504894; Potency, µM (titrated, usually from 9.22 µM), for inactives: top-dose activation of IL-2 secretion, most hits filed as activators; 330,000 tested, under 10 active; further: % of control where 0% means no effect
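Primary human leukocytes were stimulated with a-CD3 beads plus compounds for 48 hr without co-stimulation; secreted IL-2 was quantified by HTRF using a-IL-2-K (europium cryptate) and a-IL-2-d2, excited at 320nm with acceptor emission read at 665nm.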
Menin MLL FP TR = displaces Texas Red mutant MLL peptide from human menin; Potency, µM (titrated, usually from 61.6 µM), for the others: top-dose FP activity change, negative = inhibition, hits mostly inhibitors; AID 1768; 270,000 compounds, 0.23% hits; Menin + Texas Red MLL mutant peptide, fluorescence polarization; O00255; active means well fitted inhibition curve with a large enough effect in the polarisation, with a control signal flat, not every such curve was filed as active; inconclusive means small, poorly fitted or top-dose-only effect, or effect the other way, or a change in a side signal; inactive means no such curve, though single readings can be large or run the other way; the % refers to the polarisation; further: potency means the concentration at half of the fitted maximal effect; % of control where 0% means no effect; many of its hits are not listed in these tables
S-ASM inh = blocks human secretory acid sphingomyelinase; P17405; placental ASM, HMU-PC fluorogenic substrate, 60 min; Potency, µM (highest dose often 57.5 µM), for inactives: at the highest dose activity change, negative = inhibition, usual class: inhibitors; 340,000 compounds, 0.006% hits; AID 504937; further: potency means the concentration at half of the fitted maximal effect
Target sequence (P17405 47-631 limits assumed): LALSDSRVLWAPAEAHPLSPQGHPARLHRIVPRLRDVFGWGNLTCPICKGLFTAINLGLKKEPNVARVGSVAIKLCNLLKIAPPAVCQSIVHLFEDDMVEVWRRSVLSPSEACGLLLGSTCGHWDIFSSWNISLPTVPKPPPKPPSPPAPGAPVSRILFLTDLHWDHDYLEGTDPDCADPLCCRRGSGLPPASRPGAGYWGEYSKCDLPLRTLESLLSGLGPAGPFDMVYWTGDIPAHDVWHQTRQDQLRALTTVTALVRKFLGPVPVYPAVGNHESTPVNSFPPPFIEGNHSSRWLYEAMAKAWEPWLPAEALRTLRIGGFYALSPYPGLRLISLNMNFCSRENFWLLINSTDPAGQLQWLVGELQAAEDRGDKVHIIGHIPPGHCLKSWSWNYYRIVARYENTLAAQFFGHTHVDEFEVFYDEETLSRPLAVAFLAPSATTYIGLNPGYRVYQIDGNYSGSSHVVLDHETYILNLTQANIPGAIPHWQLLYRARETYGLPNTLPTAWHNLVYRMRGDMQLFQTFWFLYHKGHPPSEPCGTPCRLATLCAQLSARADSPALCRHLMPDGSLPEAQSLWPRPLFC
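Human placenta-derived ASM preincubated with compound 10 min at room temperature, then reacted with 9 uM (final) fluorogenic HMU-PC substrate for 60 min at 37 C. Stop solution raises pH to 10; fluorescence read at Ex 386/Em 447 nm.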
TSG101-PTAP inh = blocks PTAP/TSG101 interaction to inhibit HIV-1 budding; Q99816; Fluorescence polarization, FITC-PTAP peptide / Tsg101 binding; Potency, µM (doses to about 115 µM), without a hit: at the highest dose activity change, negative = inhibition, most hits filed as inhibitors; 340,000 tested, under 10 active; AID 493005; active means well fitted inhibition curve with a large enough effect in the main read-out, with a control signal flat, not every such curve was filed as active; inconclusive means small, poorly fitted or top-dose-only effect, or effect the other way, or a change in a side signal; inactive means no such curve, though single readings can be large or run the other way; further: potency means the concentration at half of the fitted maximal effect; % of control where 0% means no effect
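Tsg101 binding domain (10 uM final) was mixed with compound and a FITC-labeled PTAP peptide (50 nM final) in HEPES pH 7.5 buffer with NaCl, Tween 20, EDTA and TCEP; fluorescence polarization was read after 20 min at r.t.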
MLL CXXC-DNA inh = blocks binding of human MLL CXXC domain to DNA; MLL-CXXC / FITC-HOXA9 DNA fluorescence polarization; Potency, µM (titrated, usually from 115 µM), for inactives: top-dose activity change, negative = inhibition, actives largely listed as inhibitors; 290,000 compounds, 0.037% hits; AID 2662; active means well fitted inhibition curve with a large enough effect in the polarisation, with a control signal flat, not every such curve was filed as active; inconclusive means small, poorly fitted or top-dose-only effect, or effect the other way, or a change in a side signal; inactive means no such curve, though single readings can be large or run the other way; the % refers to the polarisation; further: potency means the concentration at half of the fitted maximal effect
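Purified MLL-CXXC (added from a 7 uM solution) was preincubated 5 min at ambient with pinned compounds in 50 mM Tris-HCl pH 7.5, 50 mM NaCl, 1 mM DTT, 0.05% BSA. Fluorescein-labeled HOX-A9 DNA (50 nM solution) followed, 30 min, then polarization read.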
Mito fusion yeast = blocks mitochondrial division or promotes mitochondrial fusion; Potency, µM (series often up to 46.1 µM), for the others: top-dose growth rescue (activation), most hits filed as activators; AID 485298; 320,000 compounds, 0.23% hits; S. cerevisiae fusion-defective mutant growth rescue, CellTiterGlo 48 h;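 further: potency means the concentration at half of the fitted maximal effect; % of control where 0% means no effect; nearly all actives have a fitted effect of over 45% in size; temperature-sensitive fusion mutants such as fzo1-1 at 37 °C on non-fermentable ethanol glycerol medium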
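S. cerevisiae fusion-defective temperature-sensitive mutants (e.g. fzo1-1, mgm1-5) grown 48 h at 37C in YPEG (ethanol/glycerol non-fermentable) medium with 23 nl compound per well; growth rescue read as CellTiterGlo luminescence.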
AT treatment = potential ataxia-telangiectasia treatment; […] A-T fibroblasts, KAP-1 phosphorylation AlphaLISA; neocarzinostatin DNA damage 30 min before lysis; 320,000 compounds, 0.19% hits; Potency, µM (doses to about 57.5 µM), without a hit: at the top dose activation, actives largely listed as activators; further: potency means the concentration at half of the fitted maximal effect; % of control where 0% means no effect; nearly all actives have a fitted effect of over 45% in size
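ATM-like activity read as KAP-1 phosphorylation via AlphaLISA donor/acceptor antibody pairs after lysis and 6 hr at 25C. Cells were ATM-null patient fibroblasts ([…], hTERT), dosed 60 min, then exposed to the DSB inducer NCS for 30 min.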
Integrin act MD = activators of alpha7 integrin expression for muscular dystrophy; Potency, µM (titrated, usually from 38.3 µM), without a hit: top-dose activation, usual class: activators; AID 624291; alpha7betagal myoblasts, beta-gal FDG fluorescence, 48 h; 350,000 compounds, 0.064% hits;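 further: potency means the concentration at half of the fitted maximal effect; 100% = response of the positive control SU9516; nearly all actives have a fitted effect of over 60% in size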
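Alpha7betagal+/- myoblasts (passage 13) were plated 16-24 hr, then exposed to compounds (1:260 dilution of DMSO stock) for 48 hours at 37C. After MPER lysis, β-galactosidase reporter activity was read as FDG fluorescence (ex 480/em 540) after 30 minutes.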
TSHR antag = antagonists of human thyroid stimulating hormone receptor; 330,000 compounds, 0.2% hits; TSHR-expressing cells, TSH-stimulated cAMP HTRF, 2 h; stronger effect = lower value; P16473; AID 504810; activity change, negative = inhibition, % at 11.5 µM;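 active means activity change below a set negative limit, meaning inhibition stronger than a set level, cut at about -70% in these data; inconclusive means activity change between two set negative limits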; further: on the % scale 0 is the no-effect control and ±100 the full control effect
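Cell-based HTRF cAMP assay; TSHR cells + compound, TSH EC80 (4nM final), 2 h, 37 deg C. Lysis with anti-cAMP cryptate and cAMP-d2, 30 min RT, read 665/620 nm.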
MBNL1 CUG block = MBNL1-poly(CUG) RNA binding inhibition. 280,000 compounds, 0.036% hits. Potency, µM (highest dose often 57.5 µM), without a hit: top-dose activity change, negative = inhibition, most hits filed as inhibitors. TR-FRET MBNL1-His/biotin-(CUG)12 binding, 665/545 ratio. Q9NR56; active means well fitted inhibition curve with a large enough effect in the signal ratio, with a control signal flat, not every such curve was filed as active; inconclusive means small, poorly fitted or top-dose-only effect, or effect the other way, or a change in a side signal; inactive means no such curve, though single readings can be large or run the other way; the % refers to the signal ratio; further: potency means the concentration at half of the fitted maximal effect; on the % scale 0 is the no-effect control and ±100 the full control effect
Target sequence (Q9NR56 whole entry, looked up): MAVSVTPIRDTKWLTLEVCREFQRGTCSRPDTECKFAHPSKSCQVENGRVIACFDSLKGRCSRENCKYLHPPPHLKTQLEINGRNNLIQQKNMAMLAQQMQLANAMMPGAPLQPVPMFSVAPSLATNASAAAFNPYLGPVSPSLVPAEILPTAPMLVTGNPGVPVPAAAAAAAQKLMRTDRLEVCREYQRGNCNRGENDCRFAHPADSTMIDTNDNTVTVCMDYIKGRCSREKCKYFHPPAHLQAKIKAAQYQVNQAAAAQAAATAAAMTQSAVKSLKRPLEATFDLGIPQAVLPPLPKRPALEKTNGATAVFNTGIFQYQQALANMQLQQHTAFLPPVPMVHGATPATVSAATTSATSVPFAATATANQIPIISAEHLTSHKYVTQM
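MBNL1-His + Biotin-(CUG)12, cpd titration 92 nM–58 uM; Tb anti-His Ab 0.055 ng/ul, SA-XL665 5 nM (final); 60 min RT; ratiometric 665/545 nm, Ex 340 nm; normalized to buffer and full-complex controls.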
The depositor's hits bear a star; u = inconclusive; x = not tested or not shown; [ ] = dose if it differs, or a comment. Unless noted, the call rests on the fitted dose curve; in most records, active means well fitted curve in the direction sought with a large enough effect; inconclusive means small, poorly fitted or top-dose-only effect, or another doubt; inactive means no such curve, though single readings can be large; an effect the other way counts as inactive or inconclusive.

SMILES | TCR act | Menin MLL FP TR | S-ASM inh | TSG101-PTAP inh | MLL CXXC-DNA inh | Mito fusion yeast | AT treatment | Integrin act MD | TSHR antag | MBNL1 CUG block
Cc1cc(-n2c(C)cc(C(=O)CN3C(=O)NC4(CCCCC4C)C3=O)c2C)no1 (stereo not drawn) | -3% | 2% | 0% | -6% | 22% | -1% | -5% | -19% | 13 | 6%
O=C(CC1CCCCC1)Nc1ncn[nH]1 | -11% | u | -2% | 0% | 9% | -5% | -6% | 10% | 9 | -18%
COc1ccccc1OC(C)C(=O)Nc1nc(-c2ccc(S(=O)(=O)N3CCOCC3)cc2)cs1 (stereo not drawn) | -2% | 4% | -4% | -4% | -5% | 4% | 0% | -16% | -3 | 148%[activator]
CSc1ncc(OCc2ccccc2)c(=O)[nH]1 | -18% | x | 1% | 1% | -11% | 0% | 2% | 16% | 1 | u
S=c1[nH]nc(CCc2ccc(Cl)cc2)o1 | -11%[46.1 µM] | 3% | 6% | 0% | 6% | 4% | 10% | -36% | -2 | 10%
COc1ccc(N2CCN(C(=O)CSc3ccc(C)cc3)CC2)cc1 | 3% | 10% | 3% | -8% | 0% | 7% | 0% | 4% | -2 | 1%
CC(C)Oc1ccc(-c2nc(NCC3CCCO3)c3ccccc3n2)cc1 (stereo not drawn) | 1% | x | -8% | -1% | 1% | 3% | 17% | -16% | -2 | x
CC(C)(C)OC(=O)N/N=C/c1cc(N=Nc2ccccc2)ccc1O | 2%[46.1 µM] | u | -18% | -1% | 0% | 1% | 0% | -34%[inhibitor] | u | 4%
CC(=O)Nc1ccccc1NC(=O)C/C(C)=N/NC(=O)C1CCCCC1 | -8% | -21% | 5% | 2% | 0% | -5% | -2% | -3% | -4 | -3%
COc1ccc(C(=O)N/N=C(\C)CC(=O)N2CCN(C=O)CC2)cc1 | -2%[46.1 µM] | -12% | 0% | 3% | 2% | 0% | -3% | 1% | 7 | -12%
NNC(=O)c1ccc(-c2cccc([N+](=O)[O-])c2)o1 | 2% | 13% | -2% | -2% | 2% | 17% | 11% | 14% | -12 | u
O=C(NNC(=S)NCc1ccccc1)c1ccc(Br)o1 | -1% | 4% | 3% | 2% | -2% | -3% | 1% | -39%[inhibitor] | 3 | -4%
C#CCOCCOCCOCCNc1nc(N2CCN(C(=O)[C@H]([C@@H](C)CC)n3cc([C@@H](N)Cc4ccc(O)cc4)nn3)CC2)nc(N2CCN(C(=O)[C@H](Cc3ccc(O)cc3)n3cc([C@@H](N)CC(C)C)nn3)CC2)n1 | 0% | u | 0% | -8% | 5% | -2% | -2% | 29% | -5 | -11%
Clc1cccc(CN2CCN(c3nc4nonc4nc3NC3CC3)CC2)c1 | -1% | 37%[activator] | -2% | -2% | -6% | 5% | -2% | -10% | 13 | 17%
CS(=O)(=O)N1CCN(CC2CC3C=CC2C3)CC1 (stereo not drawn) | -14% | 5% | 1% | -4% | -3% | 0% | -4% | -11% | -3 | -2%
CC(C)CCNC(=O)c1ccc(Cl)c(NC(=O)c2ccccc2F)c1 | x | 6% | x | x | -3% | 9% | 21% | x | 26 | -5%
O=C(CSc1nnc2ccc(-c3ccc(F)cc3)nn12)N1CCCC1 | -2% | -12% | -2% | -2% | -1% | 0% | 6% | 3% | 7 | u
Cc1noc(C)c1COc1ccc(C(=O)Nc2ncccc2O)cc1 | 4% | x | 0% | 0% | x | 6% | -2% | 4% | 1 | x
O=C(Nc1ccc(N2CCN(C(=O)c3cccs3)CC2)cc1)c1ccco1 | 2% | 13% | -2% | 2% | 1% | -2% | 9% | 11% | -18 | -3%
O=C(OC(C(=O)NCc1ccco1)c1ccc(Cl)cc1)c1cccs1 (stereo not drawn) | -4% | x | -1% | -3% | 0% | -24% | -1% | 18% | -1 | 0%
c1ccc2c(c1)oc1c(Nc3ccc(CN4CCOCC4)cc3)ncnc12 | -15% | 2% | 0% | -3% | -7% | 3% | -13% | 0% | -4 | -16%
S=C(NCCc1ccccn1)NC1CCCCC1 | 8%[46.1 µM] | -6% | 6% | -1% | 8% | -3% | 1% | -19% | 2 | -3%
Cc1cc(C(C)(C)C)cc(C)c1S(=O)(=O)N1CC(=O)Nc2ccccc21 | 0% | x | -10% | -4% | 11% | 8% | -5% | 2% | 4 | -6%
O=S(=O)(c1ccccc1)n1ccc2ccccc21 | -1% | u | 0% | 1% | 2% | 3% | 12% | 2% | -15 | 1%
CCOc1ccc2oc(C(=O)O)c(C)c2c1 | -2% | x | 3% | -2% | -2% | -2% | 5% | 13% | 10 | x
CC(C)N(C(=O)[C@H]1C[C@H](CC(=O)NC(C)(C)C)C(=O)N2CCc3c([nH]c4cc(-c5ccco5)ccc34)[C@]12C)C(C)C | 2%[46.1 µM] | x | u | -6% | x | x | 19% | -3% | 1 | x
O=C(CSc1nnnn1-c1cccnc1)Nc1ccc(OCc2ccccc2)cc1 | 0% | u | -2% | -2% | 6% | 3% | 0% | -33% | -2 | -7%
COc1ccc(N(CC(=O)Nc2ccc3c(c2)OCO3)S(=O)(=O)c2ccc(F)cc2)cc1 | -3%[46.1 µM] | u | -2% | -5% | -2% | 6% | 4% | 12% | -2 | -22%
O=C(C(c1ccccc1)c1ccccc1)N1CCC(c2nc(-c3ccccc3Cl)no2)CC1 | -2% | x | -4% | -6% | x | x | x | -46%[inhibitor] | x | x
CCOC(=O)c1ccc(-c2ccc(C3Nc4ccccc4C(=O)N3O)o2)cc1 (stereo not drawn) | -1%[46.1 µM] | 7% | 25% | -3% | 9% | -3% | 6% | -2% | 9 | u
COc1ccc(C2C(C(=O)OCC(=O)NC(C)(C)C)CCC(=O)N2c2ccc(C)cc2)cc1OC (stereo not drawn) | 4% | 3% | 2% | -6% | -8% | 0% | 0% | 21% | 4 | -4%
CN(CCC#N)S(=O)(=O)c1ccc2c(c1)c(=O)n(C)c(=O)n2C | 2% | 4% | 2% | 0% | -8% | 2% | x | -1% | 2 | 1%
CC(=O)N1CCSc2ccc(S(=O)(=O)NCc3ccccc3)cc21 | 5% | 2% | 2% | -7% | 1% | 6% | -4% | -7% | 3 | -17%
COc1ccc(C2CCCN2C(=S)Nc2cccc(C)c2)cc1OC (stereo not drawn) | 3% | 0% | 0% | 2% | 5% | 15% | 1% | -21% | -6 | -5%
CCOc1cc(C)c(C(C)C)cc1S(=O)(=O)N1CCN(C)CC1 | -16% | -22% | 0% | 0% | 15% | -8% | -5% | -9% | 9 | -1%
CN(C(=O)C1CCN(c2ncnc3c2nc2n3CCCCC2)CC1)C1CCCCC1 | 9% | -23% | 5% | 0% | -4% | -6% | 4% | -2% | 1 | 0%
CCOc1cccc(CN2CCCC(N3CCN(c4cccc(Cl)c4)CC3)C2)c1O (stereo not drawn) | -13% | u | 1% | -4% | 17% | -5% | 2% | u | 1 | -2%
CCOCCOCCC(C(=O)O)P(=O)(c1ccccc1)c1ccccc1 (stereo not drawn) | x | x | 5% | -9% | -3% | -5% | 1% | 23% | 6 | -1%
COc1ccc(/C(C)=N/Nc2nc(C)c(C(C)=O)s2)cc1 | 2% | 34%[activator] | 122%[activator] | -1% | -6% | -3% | -1% | -24% | 10 | u
Cc1cc(C)cc(Oc2nc3ccccn3c(=O)c2/C=C(\C#N)C(=O)NC2CCS(=O)(=O)C2)c1 (stereo not drawn) | -1% | x | 110%[activator] | -4% | u | 0% | -11% | 10% | -6 | 12%
O=C1c2ccccc2C2=Nc3ccccc3SC(c3cccc(F)c3)C12 (stereo not drawn) | 1%[46.1 µM] | u | u | -1% | -3% | -20% | 4% | -56%[inhibitor] | 30 | x
O=C(O)c1cc(-c2ccc3ccccc3c2)nc2ccc(F)cc12 | -6% | u | 54%[activator] | -2% | 8% | u | 10% | 22% | -7 | 21%
O=C(CN1CCN(C(=O)c2ccco2)CC1)Nc1ccccc1-c1ccccc1 | 3% | -12% | 0% | -3% | -20% | 6% | 10% | -16% | -18 | -7%
CC(=O)C1=C(C)Nc2ncnn2C1c1ccccc1Cl (stereo not drawn) | 0% | -2% | 3% | -4% | 12% | -3% | -2% | 3% | 1 | -3%
CCN(CC)S(=O)(=O)c1cccc(C(=O)Nc2cccc(C)c2)c1 | x | 6% | 1% | -7% | 4% | 0% | x | -24% | -4 | 0%

Only part of the results is shown; rates above refer to the full screens.
